# Screens (PubChem)
# FBW7 act: activators of human E3 ligase FBW7. normalized activity (activation), % at 26.1 µM. 650,000 tested, 0.13% active. Q969H0. AlphaScreen FBW7–phospho-cyclin E peptide binding, activator screen. AID 1259310; in the data active means normalized activity above about 1.9%;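 further: purified mutant Fbw7 with reduced substrate affinity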
# GPR151 ag: activates the human receptor GPR151 | Q8TDV0 | PathHunter beta-arrestin GPR151 cells, luminescence | activation, % at 11.2 µM | 650,000 tested, 1% active; in the data active means activation above about 4.9%;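 further: 0% = median of compound wells and 100% = cells with positive control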
# Target sequence (Q8TDV0 whole entry, looked up): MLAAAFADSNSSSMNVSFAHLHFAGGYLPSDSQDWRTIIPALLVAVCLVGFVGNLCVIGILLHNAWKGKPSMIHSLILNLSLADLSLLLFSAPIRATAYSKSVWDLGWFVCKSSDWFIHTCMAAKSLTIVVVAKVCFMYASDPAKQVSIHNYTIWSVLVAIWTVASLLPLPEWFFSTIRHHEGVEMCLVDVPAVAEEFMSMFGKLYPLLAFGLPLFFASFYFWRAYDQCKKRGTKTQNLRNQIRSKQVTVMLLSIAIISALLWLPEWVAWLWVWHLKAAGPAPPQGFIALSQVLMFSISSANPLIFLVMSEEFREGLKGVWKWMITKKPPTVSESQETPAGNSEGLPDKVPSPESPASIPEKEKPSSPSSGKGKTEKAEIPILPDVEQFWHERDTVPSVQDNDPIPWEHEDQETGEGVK
# TEAD-YAP block: TEAD-YAP interaction inhibition. 640,000 tested, 1.4% active. AID 1259422. inhibition, % at 9.12 µM. HEK-TIYL cells, TEAD-Gal4/YAP UAS-luciferase luminescence; in the data active means inhibition above about 32%;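 further: 0% = median of test compound wells and 100% = reference inhibitor wells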
# MITF inh: inhibitors of human MITF; AlphaScreen MITF homodimerization, bead proximity signal; 650,000 tested, 0.91% active; inhibition, % at 2.6 µM; AID 1259374; O75030; in the data active means inhibition above about 50%;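 further: 0% = vehicle wells with protein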
# Target sequence (O75030 whole entry, looked up): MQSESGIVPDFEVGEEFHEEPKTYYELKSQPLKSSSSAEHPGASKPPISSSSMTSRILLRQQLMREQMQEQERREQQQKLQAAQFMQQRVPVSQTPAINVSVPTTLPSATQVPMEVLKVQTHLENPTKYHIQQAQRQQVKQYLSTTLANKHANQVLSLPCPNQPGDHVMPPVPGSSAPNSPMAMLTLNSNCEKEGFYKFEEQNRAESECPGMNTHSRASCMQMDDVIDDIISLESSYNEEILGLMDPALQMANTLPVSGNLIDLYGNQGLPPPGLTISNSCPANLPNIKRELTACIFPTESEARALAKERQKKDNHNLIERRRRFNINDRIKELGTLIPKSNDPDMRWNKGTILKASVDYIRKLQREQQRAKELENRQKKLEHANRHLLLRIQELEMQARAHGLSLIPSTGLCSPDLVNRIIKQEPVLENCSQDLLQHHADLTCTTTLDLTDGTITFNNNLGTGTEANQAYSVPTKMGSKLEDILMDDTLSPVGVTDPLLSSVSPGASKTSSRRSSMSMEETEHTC
# Starred values were filed as active, the others as inactive.
nr	canonical_smiles	FBW7 act	GPR151 ag
1	O=C(Nc1cc(Sc2ccc(Br)cc2)cc([N+](=O)[O-])c1)c1nn2c(C(F)(F)F)cc(-c3cccs3)nc2c1Cl	0.1	-1.2
2	CCCOc1ccc(-c2nn(-c3ccccc3)cc2/C=c2\sc3nc(=O)c(-c4ccccc4)nn3c2=O)cc1C	0.0	1.5
3	COC(=O)c1cccc(-c2ccc(/C=C3\C(=O)N(c4ccc(S(N)(=O)=O)cc4)N=C3C(F)(F)F)o2)c1	0.1	0.1
4	COC(=O)COc1ccc(/C=C(/C#N)c2ccc([N+](=O)[O-])cc2)cc1Br	-0.1	7.2*
5	Cn1c(C(=O)N2CCN(c3ccccc3F)CC2)cc2c(=O)n3ccccc3nc21	-0.1	-1.2
6	O=C(N/N=C/C=C/c1ccccc1)C(O)c1ccccc1 (stereo not drawn)	0.0	0.5
7	NC(=O)c1ccccc1OS(=O)(=O)c1ccc(Cl)cc1F	0.1	2.9
8	COc1ccc(-n2nc(C(=O)NCCN(C)C)c3ccccc3c2=O)c(OC)c1	0.0	0.0
9	CCN(CC)C(=O)C1CCN(Cc2cccc(OC)c2O)CC1	-0.1	-0.1
10	O=c1c2ccccc2nc(/C=C/c2c[nH]c3ccccc23)n1CCCO	0.1	-0.2

nr	TEAD-YAP block	MITF inh
1	-11	-5
2	8	18
3	4	10
4	11	3
5	-3	-11
6	-15	-11
7	-10	-7
8	-2	-5
9	-4	21
10	-31	7

# A second format for part of the listing above.
(8) COc1ccc(-n2nc(C(=O)NCCN(C)C)c3ccccc3c2=O)c(OC)c1
- FBW7 act: 0.0
- GPR151 ag: 0.0
- TEAD-YAP block: -2
- MITF inh: -5

(9) CCN(CC)C(=O)C1CCN(Cc2cccc(OC)c2O)CC1
- FBW7 act: -0.1
- GPR151 ag: -0.1
- TEAD-YAP block: -4
- MITF inh: 21

(10) O=c1c2ccccc2nc(/C=C/c2c[nH]c3ccccc23)n1CCCO
- FBW7 act: 0.1
- GPR151 ag: -0.2
- TEAD-YAP block: -31
- MITF inh: 7

# Later entries.
nr	canonical_smiles	FBW7 act	GPR151 ag
11	COc1ccc(CCNC(=O)c2cnc(N3CCN(c4ccccn4)CC3)s2)cc1	0.3	0.8
12	CCOC(=O)c1cnc2ccc(Br)cc2c1Nc1ccc(NC(C)=O)cc1	0.0	-0.2
13	O=C(NCc1nc2ccccc2[nH]1)c1cnc(Br)s1	0.0	1.3
14	O=C(NCc1ccc2c(c1)OCO2)c1cnn2c(C(F)F)cc(C3CC3)nc12	0.0	0.8
15	O=C1CCCN1CCn1cnc2c(NCc3cccnc3)nc(N3CCC(N4CCOCC4)CC3)nc21	-0.1	-0.9
16	COc1cc(S(=O)(=O)NC2CC(C)(C)NC(C)(C)C2)c(Cl)cc1Cl	-0.1	-0.9
17	Cc1cccc(NC(=O)CSc2nnc3sc4ccccc4n23)c1	0.6	1.3
18	COC(=O)CN1C(=S)N(c2cccc(Cl)c2)C(=O)C1CC(=O)Nc1ccc(F)cc1 (stereo not drawn)	-0.1	0.1
19	Cc1ccc(CN2CCCC(c3nnc(SCc4ccccc4)n3C)C2)o1 (stereo not drawn)	0.2	-0.8
20	CC1CC(CC(C)C(=O)Nc2nncs2)C(=O)O1 (stereo not drawn)	0.1	-0.8

nr	TEAD-YAP block	MITF inh
11	8	12
12	2	13
13	8	-3
14	-7	36
15	0	-4
16	-5	-14
17	0	-1
18	-1	17
19	8	12
20	-1	-1

nr	canonical_smiles	FBW7 act	GPR151 ag
21	CCCn1c(=NC(=O)c2c(F)cccc2F)c(C(=O)OCC)cc2c(=O)n3ccccc3nc21	-0.1	-0.6
22	COC(=O)C1=C(N)Oc2cc(C)oc(=O)c2C1c1ccccc1Cl (stereo not drawn)	0.1	1.3
23	COc1ccc(C)cc1S(=O)(=O)N1CCCC(N2CCOCC2)C1 (stereo not drawn)	0.0	2.8
24	CCOc1ccc(C2C(C(=O)Nc3ccc(F)cc3)c3ccccc3C(=O)N2CCN2CCOCC2)cc1 (stereo not drawn)	0.2	4.5
25	Cc1cc(C)nc(SCc2ccc(C(=O)NN)cc2)n1	-0.1	-1.9
26	CCOc1ccc(C(=O)N2CC(=O)Nc3ccc(F)cc3C2c2ccc(F)cc2)cc1 (stereo not drawn)	0.0	-0.5
27	CCOC(=O)c1ccc(NC(=O)C2CC(=O)NC(=Nc3ccc(C)c(C)c3)S2)cc1 (stereo not drawn)	0.0	-0.5
28	O=C1C2C3C=CC(C3)C2C(=O)N1c1cccc([N+](=O)[O-])c1 (stereo not drawn)	0.7	0.5
29	COc1ccc(OC)c(C2c3cc(OC)c(OC)cc3CCN2C(C)=O)c1 (stereo not drawn)	0.1	-1.4
30	O=S1(=O)N=C(N(CCO)/N=C/c2ccncc2)c2ccccc21	0.0	-0.1

nr	TEAD-YAP block	MITF inh
21	-6	0
22	2	-3
23	4	14
24	5	-14
25	-7	-6
26	-9	-5
27	6	16
28	4	11
29	12	19
30	6	14

nr	canonical_smiles	FBW7 act	GPR151 ag
31	O=C1c2cccc3cccc(c23)N1Cc1c(O)ccc2ccccc12	0.4	5.5*
32	C=CCN(CC=C)C(=O)c1c(OC)cccc1OC	0.1	0.0
33	Cc1ccc(C(=O)NS(=O)(=O)c2ccccc2)cc1	0.3	-0.9
34	CC(C)(COC(=O)Nc1ccccc1Cl)NC(=O)COc1ccccc1	0.1	1.1
35	COC(=O)c1cc(NC(=O)COC(=O)c2c(Cl)cccc2Cl)cc(C(=O)OC)c1	0.4	-1.1
36	O=C(CSc1ccc(-c2ccco2)nn1)N1CCc2ccccc21	0.0	-0.8
37	COCCNC(=O)CN1C(=O)/C(=C\c2ccc(C)cc2)Sc2ccccc21	-0.1	1.0
38	O=C(COC(=O)C(Cc1ccccc1)N1C(=O)c2ccccc2C1=O)c1ccc(Cl)cc1 (stereo not drawn)	-0.1	-1.8
39	CCCCCCN1CC(O)=C(c2nc3ccccc3[nH]2)C1=N	-0.2	-0.9
40	CN1CCCC(C(=O)NCc2nnc3n2CCN(Cc2ccccc2F)CC3)C1 (stereo not drawn)	-0.1	-1.2

nr	TEAD-YAP block	MITF inh
31	6	4
32	1	-5
33	6	-2
34	2	-16
35	4	4
36	3	11
37	0	16
38	-1	-18
39	-10	2
40	2	-13

nr	canonical_smiles	FBW7 act	GPR151 ag
41	COCCNC(=O)C(=O)N/N=C(\C)CC(=O)NCc1ccco1	0.1	-1.4
42	O=S(=O)(c1ccc(Cl)s1)N1CCN(c2ccc(F)cc2)CC1	1.1	1.3
43	O=C(NC(=S)N1CCN(c2ccc([N+](=O)[O-])cc2)CC1)c1ccccc1F	0.1	1.2
44	COCCNC(=O)/C=C/c1ccc(OC)cc1	-0.1	-0.2
45	O=C1CSC(c2ccccc2[N+](=O)[O-])N1Cc1ccccc1 (stereo not drawn)	-0.2	-0.4
46	CCn1cc(SCC(=O)N2N=C(c3cccs3)CC2c2cccc(OC)c2OC)c2ccccc21 (stereo not drawn)	0.1	0.8
47	CCOc1ccc(C(=O)N2CCc3cc(OC)c(OC)cc3C2COc2ccc(C(=O)OC)cc2)cc1 (stereo not drawn)	0.1	-1.9
48	Cc1ccc(-c2csc(NC(=O)C(C)C)n2)cc1	0.6	-0.4
49	CCN1CCN(c2cc(C)c3cc(NC(=O)/C=C/c4cccc(Cl)c4)ccc3n2)CC1	-0.2	0.0
50	Cc1ccc2nc(NC(=O)COC(=O)CSc3nc(C)cc(C)n3)sc2c1	-0.2	-4.9

nr	TEAD-YAP block	MITF inh
41	-1	5
42	-3	18
43	-16	10
44	-11	-17
45	-11	10
46	2	0
47	6	27
48	-47	23
49	5	5
50	-23	1

nr	canonical_smiles	FBW7 act	GPR151 ag
51	O=C1CCC(N2CCCC(O)C2)CCN1Cc1ccc(Cl)cc1 (stereo not drawn)	0.1	0.9
52	CN(C)/C(=N\S(=O)(=O)c1ccc(F)cc1)c1ccccc1	0.0	-0.6
53	Cc1ccc(-n2nc3c(c2NC(=O)c2ccc(Cl)cc2)CSC3)c(C)c1	-0.1	0.1
54	COc1ccccc1NC(=O)C1=C(C)Nc2nc(-c3cccc(Cl)c3)nn2C1c1ccccn1 (stereo not drawn)	0.3	2.5
55	CCOc1ccc(-c2csc(NC(=O)c3cccnc3)n2)cc1	0.0	0.5
56	CCN(CC)CCN1C(=O)c2oc3cc(OC)ccc3c(=O)c2C1c1cccc(F)c1 (stereo not drawn)	0.0	0.3
57	Cc1cc(/C=C2\NC(=O)NC2=S)c(C)n1-c1ccc([N+](=O)[O-])cc1	-0.1	3.3
58	Cc1ccc(-c2nc(CS(=O)(=O)CC(=O)N3CCN(C)CC3)c(C)o2)cc1	0.5	-0.4
59	CS(=O)(=O)c1nn2c(N)c(/C=C3\C=CC(=O)C(O)=C3)c(=O)nc2s1	-0.5	-0.9
60	CC(NS(=O)(=O)c1ccc(CN2C(=O)c3ccccc3C2=O)cc1)c1ccccc1 (stereo not drawn)	-0.1	-1.5

nr	TEAD-YAP block	MITF inh
51	-2	4
52	2	6
53	4	-1
54	1	4
55	6	7
56	-7	-13
57	-2	17
58	-2	18
59	9	16
60	0	-3

nr	canonical_smiles	FBW7 act	GPR151 ag
61	Cc1ccc(CN2CCN(Cc3ccncc3)CC2)cc1	0.4	-1.2
62	Cc1ccc(Oc2nc3ccccn3c(=O)c2/C=C(\C#N)C(=O)N2CCCCC2)cc1	0.2	0.7
63	COc1ccc(C2=NN(C(=O)CSc3nnc(CNC(=O)c4ccc(OC)c(OC)c4)n3C)C(c3cccc(OC)c3OC)C2)cc1 (stereo not drawn)	-0.1	1.2
64	CCOc1ccc(NC(=O)[C@H](CCSC)N2Cc3ccccc3C2=O)cc1	-0.1	2.2
65	CCOc1nc(NC(=O)NS(=O)(=O)Oc2ccc(F)cc2)nc(-c2ccccc2)n1	0.0	-3.0
66	O=C(/C=C/c1cccc2ccccc12)Oc1cccnc1	-0.1	0.3
67	COc1ccc(S(=O)(=O)N(CCc2ccccc2)CC(=O)Nc2cccc(Cl)c2)cc1OC	-0.1	-1.5
68	CCN1C(=O)C(O)(CC(=O)c2cccc([N+](=O)[O-])c2)c2ccccc21 (stereo not drawn)	0.0	0.8
69	COc1ccc2cc3c(N)c(C(=O)Nc4ccc([N+](=O)[O-])cc4)sc3nc2c1	0.0	-0.8
70	COc1cccc(NC(=O)C2C3C=CC4(O3)C2C(=O)N(CCCN2CCN(Cc3ccccc3)CC2)C4C(=O)NC2CCCCC2C)c1 (stereo not drawn)	0.1	0.4

nr	TEAD-YAP block	MITF inh
61	-3	78*
62	-2	11
63	14	-5
64	-1	-11
65	1	17
66	-5	4
67	2	-17
68	-2	-3
69	3	10
70	4	9

nr	canonical_smiles	FBW7 act	GPR151 ag
71	COc1cc(Nc2nc(N3CCOCC3)nc3c2ncn3C(C)C)cc(OC)c1OC	-0.4	-3.0
72	CC(/C=N/NC(=O)CN1C(=O)NC2NC(=O)NC21)c1ccccc1 (stereo not drawn)	0.0	-0.5
73	O=C(CNCC(=O)Nc1ccc(F)c(F)c1F)Nc1ccc(F)c(Cl)c1	-0.1	-0.4
74	Cc1cc(NS(=O)(=O)c2ccc3c(c2)OCC(=O)N3)ccc1Br	-0.1	0.4
75	CC(C)CCOc1ccc(NC(=O)[C@H]2O[C@@H]3OC(C)(C)O[C@@H]3[C@H]3OC(C)(C)O[C@H]32)cc1	0.0	1.5
76	CN(C)c1cccc(-c2nnc(SCCO)o2)c1	0.3	1.4
77	O=C(O)c1ccc(/C=N/NC(=S)NCCN2CCOCC2)cc1	0.0	-1.4
78	COc1ccc(C2=NN(C(=O)CSc3nnc(CNC(=O)c4cccs4)n3CCc3ccccc3)C(c3ccc(OC)cc3)C2)cc1 (stereo not drawn)	0.0	-0.9
79	CCOc1ccc2nc(Nc3nc(O)cc(=O)[nH]3)nc(C)c2c1	0.3	-0.3
80	O=C(NC1CCC1)c1cnc2ccccn12	-0.2	-0.8

nr	TEAD-YAP block	MITF inh
71	-3	7
72	3	4
73	4	9
74	13	-1
75	3	13
76	6	5
77	-2	-6
78	16	6
79	-5	12
80	-16	7

nr	canonical_smiles	FBW7 act	GPR151 ag
81	CCCNC(=O)c1csc(Nc2nccc3ccccc23)n1	0.0	-0.1
82	Cc1onc(-c2ccccc2)c1C(=O)N1CCN(S(=O)(=O)c2ccccc2)CC1	0.0	0.5
83	CCSc1nc2scc(C(F)(F)F)n2c(=O)c1C(=O)NCc1cccc(OC)c1	0.4	-0.7
84	CCCCCn1c(=O)c2sccc2n2c(CCC(=O)N3CCN(c4ccccc4)CC3)nnc12	0.5	-1.7
85	O=C(Nc1ccc(N2CCN(C(=O)c3ccccc3)CC2)c(Cl)c1)c1ccco1	0.4	0.3
86	CCOCCSc1nnc(-c2ccccc2)n1C	0.1	0.5
87	CC(C)n1c(Nc2ccncc2)nc2c(NCc3ccccc3)ncnc21	0.0	1.6
88	O=C(CSc1nnc(Cc2ccccc2)o1)Nc1cccc(F)c1	0.0	-0.5
89	CC(=O)c1cccc(NC(=O)CSc2nc3cc4c(cc3cc2C#N)OCCO4)c1	-0.1	1.3
90	CCOC(=O)c1c(NC(=O)CCCCCCC(=O)Nc2sc3c(c2C(=O)OCC)CCC3)sc2c1CCC2	0.1	0.4

nr	TEAD-YAP block	MITF inh
81	-2	-2
82	1	12
83	10	11
84	7	16
85	0	-1
86	-2	-2
87	-4	-6
88	-2	5
89	14	5
90	2	5
